GPR151 ag = activators of human GPR151, primary screen, cell-based, PathHunter beta-arrestin, luminescence; 1% of 650,000 active; G-protein coupled receptor 151 (Homo sapiens), Q8TDV0; PathHunter beta-arrestin GPR151 cells; AID 1508602, 2020; activation, % at 11.2 µM; in the data active = activation above about 4.9%;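 note: 0% = median of compound wells and 100% = cells with positive control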
Target sequence (Q8TDV0 whole entry, looked up): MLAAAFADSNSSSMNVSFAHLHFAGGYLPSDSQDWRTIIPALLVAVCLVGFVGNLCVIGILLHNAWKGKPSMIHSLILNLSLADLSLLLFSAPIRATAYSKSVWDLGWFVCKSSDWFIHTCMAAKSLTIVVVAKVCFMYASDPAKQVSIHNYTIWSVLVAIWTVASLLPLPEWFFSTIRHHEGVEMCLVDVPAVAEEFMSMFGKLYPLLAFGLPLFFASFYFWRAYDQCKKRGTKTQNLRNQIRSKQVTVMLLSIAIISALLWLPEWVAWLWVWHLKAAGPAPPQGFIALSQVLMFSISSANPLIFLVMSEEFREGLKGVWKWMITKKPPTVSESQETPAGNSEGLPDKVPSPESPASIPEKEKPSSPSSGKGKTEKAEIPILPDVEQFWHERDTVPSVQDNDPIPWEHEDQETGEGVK
FBW7 activator = FBW7 E3 ligase activators, primary screen, biochemical, AlphaScreen, human; F-box/WD repeat-containing protein 7 (Homo sapiens), Q969H0; AlphaScreen FBW7–phospho-cyclin E peptide binding, activator screen; normalized activity (activation), % at 26.1 µM; AID 1259310, 2017; 0.13% of 650,000 active; in the data active = normalized activity above about 1.9%;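 note: purified mutant Fbw7 with reduced substrate affinity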
TEAD-YAP block = TEAD-YAP interaction inhibition, primary screen, TEAD-YAP interaction inhibitor project, luminescence, HEK-TIYL cells | TEAD-Gal4/YAP UAS-luciferase luminescence | inhibition, % at 9.12 µM | 1.4% of 640,000 active | AID 1259422, 2018; in the data active = inhibition above about 32%;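 note: 0% = median of test compound wells and 100% = reference inhibitor wells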
MITF primary = MITF inhibitors, primary screen, biochemical, AlphaScreen, human | AlphaScreen MITF homodimerization, bead proximity signal | inhibition, % at 2.6 µM | 0.91% of 650,000 active; in the data active = inhibition above about 50%;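 note: 0% = vehicle wells with protein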
Target sequence (O75030 whole entry, looked up): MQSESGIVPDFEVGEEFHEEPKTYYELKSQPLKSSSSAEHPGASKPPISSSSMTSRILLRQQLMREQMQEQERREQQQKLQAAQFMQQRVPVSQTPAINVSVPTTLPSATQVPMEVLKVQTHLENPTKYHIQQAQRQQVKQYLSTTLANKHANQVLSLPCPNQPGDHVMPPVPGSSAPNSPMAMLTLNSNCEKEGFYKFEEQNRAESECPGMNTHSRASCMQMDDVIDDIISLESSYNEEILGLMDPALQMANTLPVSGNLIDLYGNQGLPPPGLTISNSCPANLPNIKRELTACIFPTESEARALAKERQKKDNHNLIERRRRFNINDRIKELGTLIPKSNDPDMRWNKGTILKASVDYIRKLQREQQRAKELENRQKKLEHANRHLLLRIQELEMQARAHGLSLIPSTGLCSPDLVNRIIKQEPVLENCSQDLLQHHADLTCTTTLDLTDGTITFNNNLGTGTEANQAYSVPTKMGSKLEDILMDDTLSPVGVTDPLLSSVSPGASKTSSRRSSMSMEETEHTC
* hit, by the source's call.

COc1ccc2cc(CN(Cc3cccnc3)C(=O)Nc3ccccc3OC)c(=O)[nH]c2c1 was read as GPR151 ag -0.7, FBW7 activator 0.1, TEAD-YAP block 3.0 and MITF primary 7.8.
`COc1ccc(CC(=O)Nc2c3c(nn2C(C)(C)C)CS(=O)(=O)C3)cc1` gave GPR151 ag -2.0, FBW7 activator -0.1, TEAD-YAP block 29.0 and MITF primary 4.1.
`Cc1ccc(C(=O)Nc2ccc3oc(-c4cccnc4)nc3c2)c(Cl)c1` gave GPR151 ag 1.0, FBW7 activator 0.0, TEAD-YAP block -16.4 and MITF primary -3.9.
`O=C(c1ccc(-n2c(SCc3ccncc3)nc3ccccc3c2=O)cc1)N1CCOCC1` gave GPR151 ag -0.5, FBW7 activator -0.1, TEAD-YAP block -3.0 and MITF primary -11.2.
CCCN=CC1=C(O)CC(C)(C)CC1=O was read as GPR151 ag -0.1, FBW7 activator 0.2, TEAD-YAP block 1.6 and MITF primary 10.2.
Screening CCc1ccc(CCC(=O)Nc2nccs2)o1 returned GPR151 ag -0.3, FBW7 activator 0.0, TEAD-YAP block -5.5 and MITF primary 4.1.
Screening CN(CCNC(=O)c1ccc(N2CCCC2=O)cc1)Cc1ccccc1 returned GPR151 ag 0.0, FBW7 activator 0.9, TEAD-YAP block -0.7 and MITF primary 8.9.
`COc1ccc(-c2nc3ccc(C(=O)NCc4ccc(C)cc4)cc3nc2-c2ccc(OC)c(OC)c2)cc1OC` gave GPR151 ag -0.8, FBW7 activator 0.2, TEAD-YAP block 3.5 and MITF primary 6.4.
COc1ccc2cc(-c3[nH]ncc3CN(C)Cc3ccncn3)ccc2c1 was read as GPR151 ag 1.1, FBW7 activator 0.0, TEAD-YAP block -41.8 and MITF primary -2.0.
`O=S(=O)(c1ccc(-c2csc(=Nc3cccc(Cl)c3)n2CCCO)cc1)N1CCCCC1` gave GPR151 ag 4.3, FBW7 activator 0.2, TEAD-YAP block 12.5 and MITF primary 16.3.
Screening CCOC(=O)c1c(NC(=O)c2cc3ccccc3oc2=O)sc(C(C)=O)c1C returned GPR151 ag 0.2, FBW7 activator 0.0, TEAD-YAP block -1.9 and MITF primary -5.3.
`Cc1ccc(S(=O)(=O)C(C)C(=O)NCCS(=O)(=O)c2ccc(Cl)cc2)cc1` (configuration not stated) gave GPR151 ag -0.2, FBW7 activator -0.1, TEAD-YAP block 3.6 and MITF primary -9.8.
`Cc1cnc(-c2ccc(C(N)=O)cc2)nc1NCCN1CCOCC1` gave GPR151 ag 5.5*, FBW7 activator 0.1, TEAD-YAP block 5.6 and MITF primary -1.1.
For CCC1(CC)NC(=O)N(CC(=O)OCC(=O)Nc2cc(OC)ccc2OC)C1=O the results were GPR151 ag 2.8, FBW7 activator 0.0, TEAD-YAP block 16.1 and MITF primary 8.2.
Screening Cc1ccc(Cl)cc1S(=O)(=O)NCCN1CCN(c2ccccc2)CC1 returned GPR151 ag -0.2, FBW7 activator -0.2, TEAD-YAP block -1.0 and MITF primary -1.6.
Screening COc1ccccc1NC(=O)N1c2ccc(C)cc2C2CN(C)CCC21 (configuration not stated) returned GPR151 ag -1.3, FBW7 activator -0.1, TEAD-YAP block 0.1 and MITF primary -13.9.
Cc1cc(-n2c(C)nc3ncccc3c2=O)ccc1NC(=O)c1cccc(Br)c1 was read as GPR151 ag -0.5, FBW7 activator -0.1, TEAD-YAP block -13.8 and MITF primary -0.1.
`COc1ccc(NC(=O)Nc2ccc(C)cc2)cc1` gave GPR151 ag 0.9, FBW7 activator 0.1, TEAD-YAP block -58.5 and MITF primary -9.1.
`COc1ccc(-c2noc(C3CCCN(C(=O)Nc4cccc(Cl)c4)C3)n2)cc1` (configuration not stated) gave GPR151 ag 0.0, FBW7 activator 0.1, TEAD-YAP block -31.5 and MITF primary 1.4.
Screening COc1ccccc1NC(=O)c1cc(C(=O)Nc2ccccc2OC)cc(N2C(=O)C3C4c5ccccc5C(c5ccccc54)C3C2=O)c1 (configuration not stated) returned GPR151 ag -1.6, FBW7 activator -0.1, TEAD-YAP block -0.5 and MITF primary 2.3.
CCCC(C)c1nnc(NC(=O)CS(=O)(=O)c2ccccc2)s1 (configuration not stated) was read as GPR151 ag 1.8, FBW7 activator 0.1, TEAD-YAP block -25.9 and MITF primary 10.7.
`Cc1cc2c(c(=O)o1)C(c1ccco1)C(C#N)=C(N)O2` (configuration not stated) gave GPR151 ag -0.3, FBW7 activator 0.1, TEAD-YAP block -2.4 and MITF primary 17.0.
Screening O=C(NCCSc1nnnn1-c1ccccc1)c1ccc(Cl)c([N+](=O)[O-])c1 returned GPR151 ag -1.0, FBW7 activator -0.4, TEAD-YAP block 6.6 and MITF primary 5.9.
For O=C(Nc1ccccn1)c1ccc([N+](=O)[O-])cc1Cl the results were GPR151 ag -1.3, FBW7 activator 0.0, TEAD-YAP block -18.4 and MITF primary 1.6.
For CN1CCC(N(C)C(=S)Nc2ccc(SC(F)F)cc2)CC1 the results were GPR151 ag 1.3, FBW7 activator 0.0, TEAD-YAP block -4.1 and MITF primary 2.1.
Screening O=C(O)CCN1C(=O)C(=O)/C(=C(\O)c2ccc(Cl)cc2)C1c1ccc(Br)cc1 (configuration not stated) returned GPR151 ag 0.8, FBW7 activator -0.2, TEAD-YAP block -6.1 and MITF primary -6.1.
Cc1ccc(S(=O)(=O)N(CC(=O)N2CCC(C(N)=O)CC2)c2ccccc2Cl)cc1 was read as GPR151 ag -0.7, FBW7 activator 0.9, TEAD-YAP block -9.6 and MITF primary 16.3.
CC(=O)Nc1ccc(NC(=O)CSc2ccc(-c3ccco3)nn2)cc1 was read as GPR151 ag -0.7, FBW7 activator 0.1, TEAD-YAP block -13.1 and MITF primary -8.6.
`CCCN1C(=O)CC(C(=O)OC)C12CCN(Cc1cnn(C)c1)CC2` (configuration not stated) gave GPR151 ag -0.8, FBW7 activator 0.0, TEAD-YAP block 9.1 and MITF primary 9.3.
Screening CCCCN(CC)S(=O)(=O)c1ccc(C(=O)Nc2sc3c(c2C(=O)OCC)CCN(C(=O)OCC)C3)cc1 returned GPR151 ag -0.9, FBW7 activator 0.1, TEAD-YAP block 10.2 and MITF primary 3.9.
For COc1ccc(/C=N/NC(=O)COc2c(OC)cc([N+](=O)[O-])cc2[N+](=O)[O-])c(O)c1 the results were GPR151 ag 4.8, FBW7 activator 0.0, TEAD-YAP block -1.8 and MITF primary -0.3.
Screening CCOc1ccccc1NC(=O)CSc1nnnn1C1CCCCC1 returned GPR151 ag 1.3, FBW7 activator 0.4, TEAD-YAP block -0.8 and MITF primary 16.8.
`Cc1ccc(CCNS(=O)(=O)c2cc(Br)cnc2N)cc1` gave GPR151 ag 0.2, FBW7 activator -0.1, TEAD-YAP block 3.4 and MITF primary 9.1.
Screening COC(=O)C(Cc1ccccc1)NC(=O)C(Cc1ccccc1)NC(=O)OCc1ccccc1 (configuration not stated) returned GPR151 ag 0.8, FBW7 activator -0.1, TEAD-YAP block 1.2 and MITF primary -6.0.
Cc1cccc(NC(=O)C2CCC(Cn3c(=S)[nH]c4ccccc4c3=O)CC2)c1 (configuration not stated) was read as GPR151 ag 0.9, FBW7 activator -0.1, TEAD-YAP block 0.4 and MITF primary 4.2.
For CCOC(=O)C1=C(C)N=c2s/c(=C\c3c(OCC)ccc4ccccc34)c(=O)n2C1c1ccc2c(c1)OCO2 (configuration not stated) the results were GPR151 ag -0.6, FBW7 activator 0.0, TEAD-YAP block -2.3 and MITF primary -2.8.
For CC(=O)c1sc(Nc2ccccc2)nc1C the results were GPR151 ag -2.2, FBW7 activator -0.2, TEAD-YAP block -15.2 and MITF primary -1.2.
For COc1ccccc1N1CCN(C2CCC(C)C2)CC1 (configuration not stated) the results were GPR151 ag -0.5, FBW7 activator 0.0, TEAD-YAP block 0.7 and MITF primary 10.1.
`Fc1ccc(C2Nc3ccccc3-c3nnc(SCc4ccccc4)nc3O2)cc1` (configuration not stated) gave GPR151 ag -0.5, FBW7 activator -0.1, TEAD-YAP block -7.6 and MITF primary 4.9.
O=C(CSc1nc2cc(Cl)ccc2s1)N1c2ccccc2Sc2ccc(C(F)(F)F)cc21 was read as GPR151 ag -0.5, FBW7 activator -0.1, TEAD-YAP block 11.5 and MITF primary 2.8.
`CCc1ccc(-n2c(SCC(=O)Nc3cc(C)[nH]n3)nc3[nH]ncc3c2=O)cc1` gave GPR151 ag 0.4, FBW7 activator -0.1, TEAD-YAP block 7.1 and MITF primary 7.5.
COc1ccc(OC)c(-c2cc(Cl)c3c(c2)CC(CNC(=O)CCSC)O3)c1 (configuration not stated) was read as GPR151 ag -0.8, FBW7 activator 0.1, TEAD-YAP block 7.8 and MITF primary 15.4.
Screening Cc1nn(-c2ccccc2)c(C)c1C(=O)OCC(=O)c1cc(C)n(CC2CCCO2)c1C (configuration not stated) returned GPR151 ag -0.4, FBW7 activator 0.0, TEAD-YAP block -2.7 and MITF primary -0.9.
`CC(C(=O)NCC1CCCO1)n1ncn2cccc2c1=O` (configuration not stated) gave GPR151 ag 0.8, FBW7 activator -0.2, TEAD-YAP block -4.1 and MITF primary 15.9.
`Cc1ccc2nc(-c3ccc(NC(=O)c4ccc(Br)o4)cc3)oc2c1` gave GPR151 ag -0.5, FBW7 activator -0.1, TEAD-YAP block -25.9 and MITF primary 3.5.
Screening CCCN1CCc2c(sc3nc(SCC(=O)c4ccc(Cl)cc4)nc(N)c23)C1 returned GPR151 ag -0.4, FBW7 activator 0.1, TEAD-YAP block 0.9 and MITF primary 13.9.
CCOc1ccccc1NC(=O)c1cc2c(CO)cnc(C)c2oc1=Nc1ccc(C)cc1 was read as GPR151 ag 1.1, FBW7 activator 0.3, TEAD-YAP block 6.7 and MITF primary 9.9.
For COC(=O)c1ccc(S(=O)(=O)c2ccc(Cl)cc2)c(N)c1 the results were GPR151 ag -1.0, FBW7 activator 0.0, TEAD-YAP block 3.2 and MITF primary -10.3.
Screening CCOC(=O)C1CCCN(C(=O)c2cn(-c3ccc(OC)cc3)c(=O)c3ccccc23)C1 (configuration not stated) returned GPR151 ag -0.2, FBW7 activator 0.0, TEAD-YAP block 4.3 and MITF primary 6.7.
Screening Cc1cccc(NC(=O)Cn2nnc(-c3ccc(CN4CCCC4)cc3)n2)c1C returned GPR151 ag 0.0, FBW7 activator -0.1, TEAD-YAP block -2.6 and MITF primary -0.8.
O=C(Nc1ccccc1C(=O)Nc1ccc(Cl)cc1)c1ccccc1Cl was read as GPR151 ag -0.2, FBW7 activator 0.1, TEAD-YAP block 1.2 and MITF primary 8.1.
CN1CCC(=NNC(=O)C(=O)Nc2ccccc2F)CC1 was read as GPR151 ag 3.0, FBW7 activator -0.1, TEAD-YAP block -11.4 and MITF primary -3.9.
`CC1(C)CC(CC#N)(c2ccc(F)cc2)CCO1` (configuration not stated) gave GPR151 ag -1.0, FBW7 activator 0.0, TEAD-YAP block 0.3 and MITF primary -1.6.
CCOCCn1c(=NC(=O)c2ccc([N+](=O)[O-])o2)sc2cc(OC)c(OC)cc21 was read as GPR151 ag 2.7, FBW7 activator -0.2, TEAD-YAP block 9.7 and MITF primary 7.1.
For Fc1ccc(Nc2ncnc3sc(-c4ccccc4)cc23)cc1 the results were GPR151 ag -0.1, FBW7 activator 0.0, TEAD-YAP block 0.1 and MITF primary 3.4.
For Cc1ccc(CNC(=O)CC2CCCC2)cc1 the results were GPR151 ag 0.7, FBW7 activator -0.1, TEAD-YAP block -16.5 and MITF primary -3.1.
CC(CC(=O)NC1CCCCC1)S(=O)(=O)c1ccc2c(c1)OCC(=O)N2 (configuration not stated) was read as GPR151 ag -1.3, FBW7 activator 0.2, TEAD-YAP block 4.0 and MITF primary -2.9.

Some of these compounds in order of count of non-hydrogen atoms, lowest first.
For Cc1ccc(CNC(=O)CC2CCCC2)cc1 the results were GPR151 ag 0.7, FBW7 activator -0.1, TEAD-YAP block -16.5 and MITF primary -3.1.
`CC1(C)CC(CC#N)(c2ccc(F)cc2)CCO1` (configuration not stated) gave GPR151 ag -1.0, FBW7 activator 0.0, TEAD-YAP block 0.3 and MITF primary -1.6.
CN1CCC(=NNC(=O)C(=O)Nc2ccccc2F)CC1 was read as GPR151 ag 3.0, FBW7 activator -0.1, TEAD-YAP block -11.4 and MITF primary -3.9.
For Fc1ccc(Nc2ncnc3sc(-c4ccccc4)cc23)cc1 the results were GPR151 ag -0.1, FBW7 activator 0.0, TEAD-YAP block 0.1 and MITF primary 3.4.
`Cc1ccc2nc(-c3ccc(NC(=O)c4ccc(Br)o4)cc3)oc2c1` gave GPR151 ag -0.5, FBW7 activator -0.1, TEAD-YAP block -25.9 and MITF primary 3.5.
O=C(Nc1ccccc1C(=O)Nc1ccc(Cl)cc1)c1ccccc1Cl was read as GPR151 ag -0.2, FBW7 activator 0.1, TEAD-YAP block 1.2 and MITF primary 8.1.
CCOCCn1c(=NC(=O)c2ccc([N+](=O)[O-])o2)sc2cc(OC)c(OC)cc21 was read as GPR151 ag 2.7, FBW7 activator -0.2, TEAD-YAP block 9.7 and MITF primary 7.1.
Screening CCOC(=O)C1CCCN(C(=O)c2cn(-c3ccc(OC)cc3)c(=O)c3ccccc23)C1 (configuration not stated) returned GPR151 ag -0.2, FBW7 activator 0.0, TEAD-YAP block 4.3 and MITF primary 6.7.
CCOc1ccccc1NC(=O)c1cc2c(CO)cnc(C)c2oc1=Nc1ccc(C)cc1 was read as GPR151 ag 1.1, FBW7 activator 0.3, TEAD-YAP block 6.7 and MITF primary 9.9.

Assay outcomes as filed in PubChem.
